Compound activity (PubChem BioAssay)
Sm TGR inh – S. mansoni TGR enzyme inhibition. Q962Y6. purified TGR, DTNB reduction, TNB absorbance 405 nm. Potency, µM (doses to about 114 µM), without a hit: top-dose activity change, negative = inhibition, actives largely listed as inhibitors. 360,000 compounds, 3% hits. AID 485364; note: potency is the fitted concentration of half-maximal effect; nearly all actives have a fitted effect of over 60% in size
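Kinetic colorimetric format: TGR-catalysed, NADPH-driven DTNB reduction monitored via TNB absorbance. Enzyme dispensed at 20 nM; compound exposure 15 min at room temperature before reaction start.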
FBPA Giardia inh – blocks Giardia fructose-bisphosphate aldolase activity; Potency, µM (highest dose often 59.6 µM), without a hit: at the top dose activity, negative = inhibition, usual class: inhibitors; purified Giardia FBPA; 290,000 compounds, 0.71% hits; A8B2U2; note: potency is the fitted concentration of half-maximal effect; nearly all actives have a fitted effect of over 55% in size
Target sequence (A8B2U2 whole entry, looked up): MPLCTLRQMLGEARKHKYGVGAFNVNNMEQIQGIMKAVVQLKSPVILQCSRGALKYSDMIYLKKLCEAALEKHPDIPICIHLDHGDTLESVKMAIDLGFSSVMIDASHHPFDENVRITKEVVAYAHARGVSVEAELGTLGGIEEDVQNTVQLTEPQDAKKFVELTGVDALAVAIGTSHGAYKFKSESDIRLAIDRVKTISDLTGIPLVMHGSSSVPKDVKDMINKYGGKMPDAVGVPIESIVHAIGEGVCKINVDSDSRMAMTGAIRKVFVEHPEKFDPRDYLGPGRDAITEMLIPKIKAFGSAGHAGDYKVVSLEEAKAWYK
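40 nM FBPA preincubated 10 min at RT with compound (up to 57.5 uM final), then substrate plus GAPDH/TPI/NAD/arsenate coupling and diaphorase/resazurin added. Fluorescence read after 20 min at RT, 525/598 nm.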
AmpC inh detg – AmpC beta-lactamase inhibition with detergent present | 370,000 compounds, 0.041% hits | Potency, µM (titrated, usually from 114 µM), inactives show at the top dose activity change, negative = inhibition, actives largely listed as inhibitors | P00811 | AmpC hydrolysis of nitrocefin, absorbance 480 nm, 0.01% Triton;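 note: potency is the fitted concentration of half-maximal effect; 0% = no-compound wells and -100% = no-enzyme wells; nearly all actives have a fitted effect of over 25% in size; some results filed as inactive show a strong effect at the top dose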
Target sequence (P00811 whole entry, looked up): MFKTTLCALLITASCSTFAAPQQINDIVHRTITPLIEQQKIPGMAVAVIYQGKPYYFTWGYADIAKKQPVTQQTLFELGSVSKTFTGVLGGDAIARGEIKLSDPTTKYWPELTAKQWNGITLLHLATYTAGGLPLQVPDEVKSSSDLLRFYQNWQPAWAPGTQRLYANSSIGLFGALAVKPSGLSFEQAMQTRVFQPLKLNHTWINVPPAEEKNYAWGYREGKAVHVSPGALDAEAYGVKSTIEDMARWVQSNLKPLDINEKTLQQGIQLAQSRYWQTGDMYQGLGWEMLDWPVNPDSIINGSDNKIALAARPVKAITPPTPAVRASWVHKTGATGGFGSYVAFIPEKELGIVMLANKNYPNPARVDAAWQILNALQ
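AmpC (5.3 nM in the dispensed reagent) in 20 mM phosphate pH 7.0 with 0.01% (detergent screen) or 0.0001% Triton X-100 was preincubated with compounds for 15 min at room temperature. Nitrocefin was then added from an 800 uM solution, and hydrolysis was followed at 480 nm.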
HCMV inh – inhibitors of human cytomegalovirus | HFF cells, HCMV-luciferase reporter, 72 h; stronger effect = lower value | activity change, negative = inhibition, % at 57.5 µM | 410,000 compounds, 4.5% hits | AID 1259415; in the data active = activity change below about -60%; inconclusive = no clear call, values can overlap the other calls; inactive = above about -39%
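Human foreskin fibroblasts infected with luciferase-reporter HCMV at MOI 1 PFU/cell, compounds at two doses. Luciferase measured 72 h post infection; normalized to buffer-only basal and Salinomycin (10uM) controls.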
AmpC inh no detg – blocks E. coli AmpC beta-lactamase in detergent-free assay | P00811 | AmpC nitrocefin hydrolysis, absorbance 480 nm, 0.0001% Triton | 330,000 compounds, 0.52% hits | Potency, µM (series often up to 57.1 µM), without a hit: at the top dose activity change, negative = inhibition, usual class: inhibitors;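 note: potency is the fitted concentration of half-maximal effect; plate controls were no compound for no effect and no enzyme for full effect; nearly all actives have a fitted effect of over 20% in size; some results filed as inactive show a strong effect at the top dose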
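20 mM phosphate pH 7.0 + 0.01% (detergent screen) or 0.0001% Triton X-100; 5.3 nM AmpC reagent; cpd preinc 15 min RT; nitrocefin (800 uM stock) to start; A480 q20 s × 4 min; Activity was normalised to no-enzyme and no-compound control wells.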
AMA1 RON2 block – disrupts binding of P. falciparum AMA1 to RON2 | 360,000 compounds, 0.2% hits | AID 720542 | AlphaScreen AMA1-biotinylated RON2 peptide binding | Potency, µM (highest dose often 58.2 µM), for the others: at the top dose activity change, negative = inhibition, actives largely listed as inhibitors;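 note: potency is the fitted concentration of half-maximal effect; 0% = vehicle wells and -100% = peptide control; nearly all actives have a fitted effect of over 45% in size; some results filed as inactive show a strong effect at the top dose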
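AMA1 (3D7) with his tag at 25 nM final met compounds first, then biotinylated RON2 peptide at 25 nM; detection used donor plus acceptor beads, 10 µg/mL apiece, read by AlphaScreen after 30 min at room temperature.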
* hit, by the source's call; ? = inconclusive; / = no result given; & = joins results of further samples; [ ] = another dose, or the depositor's remark. Unless noted, calls come from the whole dose curve; as a rule, active = well fitted curve in the direction sought with a large enough effect; inconclusive = small, poorly fitted or top-dose-only effect, or another doubt; inactive = no such curve, though single readings can be large; an effect the other way counts as inactive or inconclusive. Unless noted, % is set by controls: 0 for no effect and ±100 for the full control effect.

SMILES | Sm TGR inh | FBPA Giardia inh | AmpC inh detg | HCMV inh | AmpC inh no detg | AMA1 RON2 block
CCOC(=O)c1cnc(-c2ccccc2)nc1Oc1cccc(Cl)c1 | -12% | 5% | ? | -1 | -7% | 3%
O=C(CSc1nnc(-c2cccs2)n1Cc1ccccc1)N1CCc2ccccc2C1 | -1% | -1% | 3% | -11 | -10% | -1%
CC(C)c1nc2ccc(C(=O)NCc3ccc(F)cc3)cc2o1 | 1% | / | 1% | 35 | / | /
O=C(/C=C/c1ccccc1)OCC(=O)c1ccc[nH]1 | -6% | / | -7% | -16 | -24% | 4%
COc1ccc(-c2cc(C(F)(F)F)nc(SCCC(=O)Nc3cc(C)on3)n2)cc1 | -1% | 2% | 0% | 0 | / | 1%
CN1CCN(CC(=O)Nc2ccc([N+](=O)[O-])cc2C(=O)c2ccccc2)CC1 | 3% | 3% | ? | 59 | 3% | -4%
COc1ccc(CC(=O)OCC(=O)Nc2c(C)n(C)n(-c3ccccc3)c2=O)cc1OC | -6% | / | -1% | 51 | -12% | 0%
O=C(NCc1ccccc1)C12CN(Cc3ccccc3)CC1C(c1cccc([N+](=O)[O-])c1)=NO2 (stereo unspecified) | 12% | -2% | ? | 3 | -30% | -4%
CSc1cccc(-c2nnc(NC(=O)c3cccc(N4C(=O)CCC4=O)c3)o2)c1 | -1% | / | ? | -24 | -20% | 61%[activator]
Cc1c(OCC(=O)N2CCC(C(=O)NCCCC(=O)O)CC2)ccc2c1oc(=O)c1ccccc12 | 7% | 7% | -1% | ? | -8% | -11%
O=S(=O)(NC1CC1)c1ccc(S(=O)(=O)N(Cc2ccccn2)C2CC2)cc1 | -2% | 4% | -2% | 0 | -4% | 21%
Cc1ccc(C2NC(=S)NC3=C2C(=O)CC(C)(C)C3)cc1 (stereo unspecified) | 7% | 4% | 5% | ? | -15% | 6%[2.32 µM]
CCC(=O)Nc1ccc2c(c1)ncn2-c1ccccc1C | / | 2% | 5% | ? | -5% | 2%
Cc1nn(C)c2c1c(C(F)(F)F)cc(=O)n2CC(=O)NCc1ccc(OC(C)C)cc1 | -14% | / | -2% | 2 | / | /
Cc1ccc(CNC(=O)C2c3ccccc3C(=O)N3CCc4ccccc4C23)o1 (stereo unspecified) | 5.6µM* | -23% | -10% | -5 | -5% | 11%
Cc1cc(N2C(=O)C3C4C=CC(C4)C3C2=O)ccc1NC(=O)c1cccs1 (stereo unspecified) | 0% | 1% | -7% | -30 | -26% | -7%
COc1ccc(C(C)(C)C)cc1NC(=O)COC(=O)c1cnc(C)cn1 | -27% | -1% | -1% | 22 | 2% | 8%
O=C(NCC1CCCO1)c1csc2c1CCCCC2 (stereo unspecified) | 11% | -1% | 2% | 22 | -9% | 10%
Cn1c(SCc2ccccc2[N+](=O)[O-])nnc1-c1cccnc1 | 0% | -1% | 3% | -24 | -13% | 4%
CCOc1ccc(-n2c(=O)c3c4c(sc3n(Cc3cc(=O)n5cc(Cl)ccc5n3)c2=O)CCC4)cc1 | 10% | / | 18% | 26 | / | /
CC(=O)CCc1ccccc1 | 0% | / | -9% | 14 | -7% | -2%
CCn1ccc(C(=O)NCc2ccc3c(c2)OCO3)n1 | -2% | / | -3% | 4 | -13% | 6%
CCOC(=O)c1c(-c2ccccc2)oc2ccc(NS(=O)(=O)c3cc(C)c(C)cc3C)cc12 | 4% | / | 21% | 13 | / | /
O=C(NC(=S)NCCCN1CCOCC1)c1ccc([N+](=O)[O-])cc1 | -16% | -19% | -9% | ? | -9% | 3%
COc1cc(CNCc2ccc(OC)c(OC)c2OC)cc(OC)c1 | -13% | ? | -13% | -21 | -10% | -3%
CCCOC(=O)c1ccc(Oc2c(-c3ccc(OCC)cc3O)n[nH]c2C)cc1 | 29% | -13% | 17% | -98* | -19% | 24%
CC1(C)CC(=O)c2sc(NS(=O)(=O)Cc3ccccc3)nc2C1 | 61%[activator] | -4% | 11% | 94 | -26% | -5%
CCNc1nc(-c2ccc(OC(F)F)cc2)c(C)s1 | -7% | -7% | -1% | -33 | -21% | -17%
Cc1ccc(NC(=O)CCN2C(=O)NC3(CCCC3)C2=O)c(C)c1 | 4% | / | -2% | 11 | -5% | 0%
COc1ccc(C)cc1NC(=O)CN1CCN(S(=O)(=O)c2ccc(Br)cc2)CC1 | 9%&-7% | -2% | ? | -32&-13 | -5% | 3%
Cc1cc(NC(=O)c2cc(F)c(F)cc2Cl)no1 | 4% | 5% | 11% | 27 | 0% | 17%
CC(=O)N1c2ccc(S(=O)(=O)N(C)c3cc(C)ccc3C)cc2CC1C (stereo unspecified) | -4% | -2% | -1% | ? | 41% | -2%
CCc1cccc(-n2c(=O)c3cccnc3n2CC(=O)NCc2ccccc2)c1 | -5% | / | -3% | -21 | / | /
CCCCSc1ncnc2c1c(-c1ccccc1)cn2-c1cccc(F)c1 | -1% | / | -2% | -4 | / | /
COc1cc(C(=O)CSc2nccn2C)cc(OC)c1OC | 0% | -30% | ? | 5 | -18% | 8%
CCn1c(O)c(/C=N/N=C2CCCCC2)c2cc(C3=NNC(=O)CC3)ccc21 | 40µM* | -29% | 11% | -10 | 27% | 20%
O=C(NCCCN1CCOCC1)c1cc2ccccc2o1 | 1% | 8% | -9% | 10 | -13% | 2%
O=[N+]([O-])c1ccc(Sc2ncccn2)c([N+](=O)[O-])c1 | 10µM* | -10% | -6% | -97* | -6% | -30%
Cc1onc(-c2ccccc2Cl)c1C(=O)Nc1c(C)n(C)n(-c2ccccc2)c1=O | 5% | 11% | 5% | 2 | 4% | -2%
COC(c1ccccc1)c1nnc(CCC(=O)N2CCN(C3CCCC3)CC2)o1 (stereo unspecified) | 0% | / | -7% | 47 | 31% | -3%
CC1CCCN(CC(=O)Nc2cc(Cl)ccc2Oc2ccccc2)C1 (stereo unspecified) | 4% | -9% | -4% | -39 | -20% | 4%
CCOc1ccccc1NC(=O)NC(=O)N(C)S(C)(=O)=O | -3% | -3% | -4% | 0 | -28% | 0%
O=S(=O)(Nc1ccc(-c2nc3cccnc3s2)cc1)c1ccc(Cl)s1 | 4% | 21% | -13% | 17 | -38% | -8%
CCOc1ccc(CSCCNC(=S)Nc2ccc(OC)cc2)cc1 | -27% | -1% | -4% | -81* | -33% | 33%[activator]
Cc1cccc(N2CC(C(=O)Nc3nc4ccc(S(C)(=O)=O)cc4s3)CC2=O)c1C (stereo unspecified) | -9% | -1% | -2% | 35 | 33% | 7%
CC(Oc1cccc(Br)c1)C(=O)NNC(=O)CCNC(=O)c1ccccc1Cl (stereo unspecified) | -8% | / | -15% | 23 | -13% | 110%[activator]
Cn1cc(S(=O)(=O)N2CCC3(CC2)OCCO3)c(=O)n(C)c1=O | -6% | 15% | -6% | 30 | 1% | 12%
O=C1CCCN2N=C(SCC(=O)Nc3cccc(C(F)(F)F)c3)SC2=N1 | 4% | 10% | ? | -86* | -17% | -7%
CC(C)C(c1nnnn1Cc1ccc(F)cc1)N1CCN(C2CCCCC2)CC1 (stereo unspecified) | 9% | -14% | ? | -19 | -15% | -4%
O=C(Cn1c(=O)c(C(F)(F)F)nc2ccccc21)Nc1ccc(Br)cc1F | 5% | / | -5% | -2 | / | /
CCOc1ccc(C(=O)NC2CCN(C(=O)NCc3ccccc3)CC2)cc1 | 2% | 1% | -14% | -17 | -8% | 9%
NC(=O)COc1ccccc1C(=O)NC12CC3CC(CC(C3)C1)C2 | 5% | -1% | -3% | 32 | -7% | -2%
CC(=O)Oc1ccc(N(C(C)=O)S(=O)(=O)c2cc([N+](=O)[O-])ccc2C)cc1 | -15% | 3% | ? | ? | -2% | -8%
N#Cc1c(/N=C\c2ccc(O)c([N+](=O)[O-])c2)sc2c1CCCC2 | 5% | -5% | -3% | -13 | -61% | -9%
CCC(=O)N(c1nnc(SCC(=O)NN2C(=O)NC3(CCC(C)CC3)C2=O)s1)C1CC1 (stereo unspecified) | -3% | / | 4% | -28 | -12% | 12%
C/C(=N\NC(=O)c1cccc(C)c1)c1ccc(N2CCOCC2)cc1 | -5% | 1% | -5% | 118 | -16% | 17%
CC(Cl)(Cl)/C(=N/P(=S)(N1CCOCC1)N1CCOCC1)N1CCOCC1 | -1% | 1% | 4% | 58 | 19% | -26%
COCCn1c(=NC(=O)/C=C/c2ccccc2)sc2cc(NC(C)=O)ccc21 | -3% | 9% | ? | -4 | -8% | -7%
Cc1cccc(Nc2nnc(SCC(=O)NC3CCCc4ccccc43)s2)c1C (stereo unspecified) | -7% | 12% | 1% | -37 | -36% | 14%
O=c1c2cccc3c2c(nn1-c1ccccc1)-c1ccccc1-3 | 2% | -8% | -6% | 9 | -43% | 19%

(further entries)
SMILES | Sm TGR inh | FBPA Giardia inh | AmpC inh detg | HCMV inh | AmpC inh no detg | AMA1 RON2 block
O=C(CC(NS(=O)(=O)c1ccc(Cl)cc1)c1ccco1)NCc1cccnc1 (stereo unspecified) | -2% | -3% | ? | 15 | -19% | -9%
Cc1ccc(SC[C@H](c2ccccc2)N2CCN(CCc3ccccc3)CCC2=O)cc1 | ? | -1% | -5% | 14 | 56% | ?
O=C(c1cccc(S(=O)(=O)N2CCOCC2)c1)N(CCO)Cc1ccccc1 | -1% | 3% | -9% | 31 | 31% | -7%
Cc1cccc(NS(=O)(=O)c2cc(C(=O)OCC(=O)Nc3cc(C)on3)ccc2C)c1 | 1% | -5% | 3% | 69 | -42% | 48%[activator]
O=C1Nc2cc(C(=O)N3CCc4ccccc4C3)ccc2S/C1=C\c1ccccc1 | -1% | 0% | ? | -38 | -44% | 3%
CC(=O)Nc1ccc(C2=CC(=O)C[C@H](c3ccc(Cl)cc3)C2)cc1 | -6% | / | -1% | -19 | 90%[activator] | -6%
O=C(Nc1ccc([N+](=O)[O-])cn1)c1cccnc1 | 0% | 0% | -5% | 16 | -15% | 0%
C=CCN(CC(=O)NCc1ccccc1)C(=O)c1csnn1 | 0% | 6% | -11% | 29 | -20% | -26%

Reformatted: results already given
Results follow in this order: Sm TGR inh | FBPA Giardia inh | AmpC inh detg | HCMV inh | AmpC inh no detg | AMA1 RON2 block
> Cc1ccc(SC[C@H](c2ccccc2)N2CCN(CCc3ccccc3)CCC2=O)cc1
 : ? | -1% | -5% | 14 | 56% | ?
> O=C(c1cccc(S(=O)(=O)N2CCOCC2)c1)N(CCO)Cc1ccccc1
 : -1% | 3% | -9% | 31 | 31% | -7%
> Cc1cccc(NS(=O)(=O)c2cc(C(=O)OCC(=O)Nc3cc(C)on3)ccc2C)c1
 : 1% | -5% | 3% | 69 | -42% | 48%[activator]
> O=C1Nc2cc(C(=O)N3CCc4ccccc4C3)ccc2S/C1=C\c1ccccc1
 : -1% | 0% | ? | -38 | -44% | 3%
> CC(=O)Nc1ccc(C2=CC(=O)C[C@H](c3ccc(Cl)cc3)C2)cc1
 : -6% | / | -1% | -19 | 90%[activator] | -6%
> O=C(Nc1ccc([N+](=O)[O-])cn1)c1cccnc1
 : 0% | 0% | -5% | 16 | -15% | 0%
